KB-3-1 cytotox – kills parental KB-3-1 adenocarcinoma cells | KB-3-1 viability, CellTiter-Glo ATP luminescence, 72 h | Potency, µM (highest dose often 46.1 µM), for the others: at the highest dose activity change, negative = cytotoxic, actives largely listed as cytotoxic | actives 1.4% (n = 400,000); also: potency is read from the fitted curve at half-maximal effect; % is scaled to controls: 0 for no effect and ±100 for the full control effect; nearly all actives have a fitted effect of over 60% in size
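Cytotoxicity measured as CellTiter-Glo luminescence after 72 h at 37 C. Compound titrations were pinned onto drug-naive KB-3-1 parental adenocarcinoma cells grown in DMEM with 10% FBS, and normalized data fitted to concentration-response curves.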
MCF10A rerep – induces DNA re-replication in MCF 10a normal breast cells | actives 2.9% (n = 350,000) | Potency, µM (highest dose often 46.1 µM), for the others: top-dose activity, positive = re-replication, hits mostly activators | MCF 10A DNA re-replication, Hoechst nuclear intensity, 48 h; also: potency is read from the fitted curve at half-maximal effect; % of control where 0% means no effect; nearly all actives have a fitted effect of over 50% in size
HT1080-NT tox – kills 2HG-producing HT-1080-NT fibrosarcoma cells. HT-1080-NT fibrosarcoma viability, CellTiter-Glo ATP luminescence, 48 h. Potency, µM (top dose mostly 46.1 µM), inactives show at the top dose activity, negative = less viability, actives largely listed as cytotoxic. actives 1.6% (n = 360,000). AID 686970;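 also: NT is the 2HG producing partner of a matched IDH1 knockdown line; potency is read from the fitted curve at half-maximal effect; 0% = DMSO-treated cells and -100% = media-only wells without cells; nearly all actives have a fitted effect of over 55% in size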
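Luminescent CellTiter-Glo readout after 48 hours of compound exposure at 37 degrees C defined viability of HT-1080-NT cells. Activity was normalized to DMSO wells and cell-free media wells; concentration-response curves were fitted and assigned curve classes.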
SW480 rerep – inducers of DNA re-replication in SW480 colon cancer cells; actives 1.8% (n = 340,000); Potency, µM (series often up to 46.1 µM), inactives show at the top dose re-replication activation, most hits filed as activators; SW480 DNA re-replication, Hoechst DNA content imaging, 48 h; also: potency is read from the fitted curve at half-maximal effect; % of control where 0% means no effect; nearly all actives have a fitted effect of over 55% in size
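Image-based DNA-content assay: after two days of treatment, nuclei were labelled with the DNA dye Hoechst and imaged, and hits were compounds raising the count of nuclei showing high fluorescence intensity.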
DRD3 agonist – activates the human D3 dopamine receptor; AID 652048; max activation, %; actives 0.58% (n = 410,000); P35462; D3R DiscoveRx beta-arrestin cells, luminescence, 90 min; in the data active = max activation above about 30%; also: 0% is about no effect; mostly tested at two doses, the higher about 12 µM
Target sequence (P35462 whole entry, looked up): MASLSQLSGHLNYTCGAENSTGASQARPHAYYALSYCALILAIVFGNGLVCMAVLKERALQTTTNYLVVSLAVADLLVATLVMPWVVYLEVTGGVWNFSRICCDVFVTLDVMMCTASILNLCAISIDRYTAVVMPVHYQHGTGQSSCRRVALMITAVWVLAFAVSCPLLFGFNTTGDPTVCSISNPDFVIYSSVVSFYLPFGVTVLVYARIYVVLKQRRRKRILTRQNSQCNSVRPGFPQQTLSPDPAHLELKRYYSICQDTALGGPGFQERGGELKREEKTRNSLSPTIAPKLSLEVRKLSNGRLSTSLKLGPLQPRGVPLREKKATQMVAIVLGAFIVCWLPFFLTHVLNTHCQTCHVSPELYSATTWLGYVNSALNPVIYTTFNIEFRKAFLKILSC
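Cells at 1500/well, incubated overnight, then treated with pinned compounds (dopamine as control) for 90 min at 37 degrees C. DiscoveRx reagent added for 30 - 60 minutes at room temperature; luminescence read.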
GLP1R cytotox – cytotoxic in the GLP-1 receptor inverse agonist counter-screen | Potency, µM (titrated, usually from 38.3 µM), for inactives: at the top dose activity change, negative = inhibition, actives largely listed as inhibitors | AID 624418 | actives 0.13% (n = 410,000) | HEK293 cAMP-luciferase reporter cells, luminescence, 24 h;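 also: loss of luciferase light is scored as toxicity; potency is read from the fitted curve at half-maximal effect; % is scaled to controls: 0 for no effect and ±100 for the full control effect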
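To flag toxic compounds, the library was rerun on cells for 24 hr at 37 deg C and 5% CO2. Viability-linked luminescence was captured 12 min after adding luciferase detection reagent.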
IL-1B inflam inh – inhibitors of inflammasome signaling (IL-1 beta secretion); THP-1 LPS/ATP IL-1B secretion, AlphaLISA, 16 h; hits give low values; activity change, % at 57.5 µM; actives 4.7% (n = 360,000); AID 743279; in the data active = activity change below about -50%; inconclusive = mostly about -30% to -49%; also: % is scaled to controls: 0 for no effect and ±100 for the full control effect
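THP-1 cells pretreated 1 hr with compounds (up to 57.5 uM final), then stimulated with LPS (250 ng/mL final) plus ATP (1.25 mM final); secreted IL-1B measured by AlphaLISA after 16 hr, decreased signal indicating inhibition.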
HT1080 IDH1KD tx – HT-1080 IDH1 knockdown cell toxicity (counter line); HT-1080 IDH1 knockdown viability, ATP luminescence, 48 h; Potency, µM (titrated, usually from 46.1 µM), inactives show top-dose activity, negative = toxicity, usual class: cytotoxic; actives 2% (n = 360,000); AID 686971;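 also: potency is read from the fitted curve at half-maximal effect; 0% = DMSO wells and -100% = cell-free medium wells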
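After a 2 h attachment period, IDH1KD HT-1080 cells took pin-transferred compound for 48 h at 37 °C; ATP-based luminescence after 10 min room-temperature reagent incubation reported viability.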
KB-V1 MDR tox – kills drug-selected multidrug resistant KB-V1 cells | actives 3.4% (n = 400,000) | Potency, µM (top dose mostly 46.1 µM), inactives show top-dose activity change, negative = cytotoxicity, actives largely listed as cytotoxic | KB-V1 MDR cells viability, CellTiter-Glo, 72 h | AID 1347076; also: potency is read from the fitted curve at half-maximal effect; % is scaled to controls: 0 for no effect and ±100 for the full control effect; nearly all actives have a fitted effect of over 60% in size
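KB-V1 cells (P-gp-expressing MDR subline of KB-3-1) in phenol-red-free DMEM with 10% FBS were exposed to library compounds over a concentration series for 72 h at 37 degrees C. Viability read by CellTiter-Glo luminescence; concentration-effect curves fitted after normalization.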
* hit, by the source's call; ? = inconclusive; . = not tested or not shown; [ ] = remark or other dose. Unless noted, calls follow the shape of the dose curve; as a rule, active = well fitted curve in the direction sought with a large enough effect; inconclusive = small, poorly fitted or top-dose-only effect, or another doubt; inactive = no such curve, though single readings can be large; an effect the other way counts as inactive or inconclusive.

SMILES | KB-3-1 cytotox | MCF10A rerep | HT1080-NT tox | SW480 rerep | DRD3 agonist | GLP1R cytotox | IL-1B inflam inh | HT1080 IDH1KD tx | KB-V1 MDR tox
Cc1ccsc1CN(Cc1ccco1)c1cnc(S(C)(=O)=O)nc1C(=O)Nc1ccc(Cl)cc1 | 2% | . | . | . | -8 | -11% | . | . | -8%
COC(=O)C1C2CCC(C2)C1C(=O)OCC(=O)c1ccc(C)cc1 (stereo not drawn) | 11% | 1% | 1% | 1% | -1 | -19% | 60 | -9% | -3%
CCc1ccc(NC(=O)CC2NCCNC2=O)cc1 (stereo not drawn) | -5% | -9% | -24% | -11% | 3 | -25% | 3 | 1% | 9%
Cc1cccc(NC(=O)CCn2ccnc2C)c1 | 0% | 22% | -4% | 13% | -4 | 14% | -20 | -4% | -4%
Cc1nn(CC(=O)N2CCC(C)CC2)c(=O)c2cc3sccc3n12 | 8% | . | . | . | -8 | -7% | . | . | -7%
COc1cccc(CN(C)CC(=O)NCc2ccc(C)cc2)c1 | 0% | 10% | -2% | -3% | -6 | 5% | -5 | 5% | -19%
CCOC(=O)c1c(-c2ccc(C)cc2)csc1NC(=O)c1cc(-c2ccc(C)c(F)c2)on1 | 4% | . | . | . | 3 | -6% | . | . | ?
Cc1cccc(CSc2ncc(Cl)c(C(=O)Nc3sc4c(c3C#N)CCCC4)n2)c1 | 8% | . | . | . | -16 | 3% | . | . | 6%
Cc1cccc(NS(=O)(=O)c2cccc3cccnc23)n1 | 16% | -13% | 0% | -1% | 2 | -22% | 24 | 9% | -2%
CC(=O)c1ccc(S(=O)(=O)N2CCC3(CC2)CC(=O)c2ccccc2O3)cc1 | 16% | 1% | -5% | -1% | -13 | 18% | 6 | -2% | ?
CC[C@@]1(C(=O)OC)N[C@H](CN(C)S(=O)(=O)c2ccc(-c3ccccc3)cc2)[C@@H]2C(=O)N(C)C(=O)[C@@H]21 | 6% | -9% | 2% | -1%[9.22 µM] | 9 | -17% | -3 | 2% | -2%
Cc1ccc(S(=O)(=O)NC(=O)C2(C)CCN2C(=O)C2CC2)cc1 (stereo not drawn) | 0% | . | 20% | . | -1 | 3% | 8 | 15% | 4%
O=C(NCc1ccc(F)cc1)c1cc(-c2ccccn2)nc2ccc(S(=O)(=O)N3CCOCC3)cc12 | 1% | . | 10% | . | 3 | 0% | -4 | 9% | 19%
Cc1cccc(C)c1NC(=S)N(CCN(C)C)Cc1cccs1 | 0% | -8% | -9% | -2% | 5 | -27% | ? | -10% | -26%
O=C(Nc1ccc2c(c1)OCO2)Oc1ccccc1 | 3% | 12% | ? | -6% | -12 | 1% | -3 | 4% | 13%
CC(C)(C(=O)N1CCC1(C)C(=O)NS(=O)(=O)c1cccc(F)c1)c1ccccc1 (stereo not drawn) | 0% | . | 14% | . | -3 | 0% | 7 | 1% | 5%
O=C1/C(=C/c2ccccc2)CCc2ccc(Cl)nc21 | 5% | ? | ? | ? | -26 | 1% | -105* | 18µM* | 21µM*
Cc1[nH]c(=O)[nH]c(=O)c1S(=O)(=O)N1CCCC(C(=O)NCCc2ccc(Cl)cc2)C1 (stereo not drawn) | 18% | 1% | 13% | 2% | 2 | 14% | -5 | 7% | 0%
O=C(Cn1cncn1)c1ccccc1 | 6% | 4% | 17% | 2% | -13 | 1% | -26 | 10% | 17%
CCCCCCn1c(N(CC)CC)nc2c1c(=O)[nH]c(=O)n2C | -3% | 4% | -19% | 2% | 9 | -3% | 1 | -27% | -7%
Cc1ccc2c(c1)OC(=O)CC2c1ccccc1 (stereo not drawn) | 3% | ? | 11% | 11% | 1 | -6% | 6 | 12% | 0%
O=C(CCCN1C(=O)/C(=C\c2cccs2)SC1=S)Nc1ccc(O)cc1 | -1% | 2% | -6% | 21µM* | -3 | 0% | 18 | -27% | 36%
O=C(CSc1nnc(CNc2ccc(F)cc2)n1Cc1ccccc1)NCc1ccco1 | 6% | -1% | -7% | 5% | 1 | -14% | -9 | 1% | 0%
CC(C)Cc1nnc(NC(=O)Cc2ccccc2[N+](=O)[O-])s1 | 11% | -1% | 1% | -3% | -12 | -7% | 39 | -15% | ?
N#Cc1cccc(CN2CCCN(Cc3ccc(F)cc3)S2(=O)=O)c1 | -1% | -9% | 1% | 2% | 4 | 0% | 0 | -10% | -23%
CCSCCOC(=O)C1=C(C)NC(=O)NC1c1cccc(OC)c1OC (stereo not drawn) | -11% | 11% | 3% | -5% | 3 | -7% | -9 | -18% | ?
CCCCC[C@H](O)/C=C/[C@@H]1[C@@H](C/C=C\CCCC(=O)OC)[C@@H](O)C[C@H]1O | 0% | -3% | -3% | -31%[inhibitor] | 15 | 6% | -23 | -1% | 1%
Nc1ccc2c(c1)sc1ccccc12 | -6% | ? | 1% | 5% | -5 | 4% | -13 | -2% | -2%
CCc1ccc(NC(=O)C(=O)NCCOc2ccccc2Cl)cc1 | -11% | 14% | ? | 13% | -2 | -10% | 15 | -27% | ?
O=C1CCC(c2ccccc2)(c2ccccc2)CC1 | 1% | 17% | 0% | -6% | -2 | 19% | 17 | 0% | 0%

Overlap with the part before: 2 entries, then new ones.
SMILES | KB-3-1 cytotox | MCF10A rerep | HT1080-NT tox | SW480 rerep | DRD3 agonist | GLP1R cytotox | IL-1B inflam inh | HT1080 IDH1KD tx | KB-V1 MDR tox
CCc1ccc(NC(=O)C(=O)NCCOc2ccccc2Cl)cc1 | -11% | 14% | ? | 13% | -2 | -10% | 15 | -27% | ?
O=C1CCC(c2ccccc2)(c2ccccc2)CC1 | 1% | 17% | 0% | -6% | -2 | 19% | 17 | 0% | 0%
C=CC[C@@H](CC(=O)OC(C)(C)C)C(=O)OC[C@H]1CCCN1C(=O)[C@@H](CC=C)CC(=O)N(CCO)Cc1ccccc1 | 0% | ? | -17% | 0% | -11 | 10% | -62* | -16% | -33%
COCCNC(=O)C1CCCN(C(=O)c2cc(C(C)(C)C)nn2C)CC1 (stereo not drawn) | 5% | . | 19% | . | 9 | 5% | 7 | 23% | 0%
CCc1nc2c(OCCc3cccc(OC)c3)cccn2c1N(C)C(=O)c1cccs1 | -1% | . | ? | . | -13 | 1% | -1 | ? | ?
Cc1c(NC(=O)C(C)OC(=O)/C=C/c2ccc3c(c2)OCO3)c(=O)n(-c2ccccc2)n1C (stereo not drawn) | 11% | 0% | 22% | -6% | 7 | 15% | -11 | 7% | -21%
O=C(c1ccc(O)cc1)c1ccc(Cl)cc1 | -5% | -2% | 1% | -2% | -1 | -18% | -6 | -1% | ?
Cc1ccc(NC(=O)C2CCC(CNC(=O)[C@@H]3Cc4ccccc4CN3)CC2)c(C)c1 (stereo partly drawn) | -1% | 19% | -29% | 10% | 1 | 1% | 23 | -23% | -13%
CCc1cc(C(=O)N2CCCC(C(=O)c3ccc(Oc4ccccc4)cc3)C2)n(C)n1 (stereo not drawn) | ? | 2% | -16% | ? | 18 | -2% | -61* | ? | -2%
O=C(NNC(=O)c1cccs1)Nc1cccc(Cl)c1 | 2% | -3% | -1% | 1% | 2 | 10% | -13 | -13% | 0%
CCC/C(=N\NC(=O)CCC(=O)NCc1ccccc1)c1ccccc1 | -29% | 19% | -7% | -95%[inhibitor] | -4 | 3% | -14 | -8% | -26%
COc1ccc(CCNC(=O)CCC(=O)n2ncc3ccc(Cl)cc32)cc1OC | -15% | 1% | 7% | -12% | -17 | -4% | 12 | -11% | 11%
Cn1cc(C(=O)C(=O)NC2CCCCC2)c2ccccc21 | 2% | 8% | ? | -3% | -3 | 3% | 0 | 10% | -7%
CCn1c(=NC(=O)CS(=O)(=O)c2ccc(F)cc2)sc2cccc(OC)c21 | -15% | ? | -4% | 3% | -10 | 11% | -13 | -13% | -20%
CC(OC(=O)c1ccc(NS(=O)(=O)c2ccc3[nH]c(=O)[nH]c3c2)cc1)C(=O)Nc1ccc(Cl)cc1 (stereo not drawn) | -1% | ? | 0% | 1% | -8 | 3%[7.66 µM] | ? | -11% | -8%
Cc1ccnc(NS(=O)(=O)c2ccc(NC(=O)C3C4C=CC(C4)C3C(=O)O)cc2)n1 (stereo not drawn) | 1% | 3% | -1% | -41%[inhibitor] | 2 | -16% | 12 | 2% | 0%
O=C(CN1C(=O)C2CC=CCC2C1=O)NCc1ccc2c(c1)OCO2 (stereo not drawn) | -6% | 0% | -1% | -2% | -10 | 26% | -9 | 0% | 16%
COc1cccc(CNc2nc3cc(C(C)=C(C)C)sc3c(=O)n2C)c1 | -5% | . | -21% | . | -9 | 2% | -5 | ? | ?
COc1cccc(Nc2nnc(SCC(=O)Nc3sccc3C(N)=O)s2)c1 | ? | ? | ? | -13% | 1 | -13% | -4 | -4% | 7%
Cc1ccc(OCC(=O)NNC(=O)c2cc(C)[nH]n2)cc1 | 14% | -9% | 10% | -5% | -2 | 6% | 16 | 3% | 23%
CCC(C(=O)Nc1cc(Cl)ccc1OC)n1nc(-c2ccccc2)ccc1=O (stereo not drawn) | ? | . | . | . | 4 | -27% | . | . | -18%
c1ccc(NC2=NCCN2CC2CCC2)cc1 | 14% | -4% | 6% | -27%[9.22 µM] | -16 | 5% | 21 | 5% | ?
CC1(C)CC(=O)C(C2NCCc3ccccc32)=C(O)C1 (stereo not drawn) | 6% | 4% | 12% | -4% | 5 | 3% | 7 | 12% | 0%
COc1cc(NC(=S)NCC2CCCO2)c(OC)cc1Cl (stereo not drawn) | 1% | -3% | 1% | -129%[inhibitor] | -5 | -3% | -10 | 0% | 26%
CCc1ccc(S(=O)(=O)NCc2cccnc2)cc1 | 11% | 5% | -2% | 5% | 4 | 5% | 8 | 7% | 0%

Screening results deposited in PubChem by National Center for Advancing Translational Sciences (NCATS).
